inhibitors of VEEV: inhibitors of VEEV TC-83 cytopathic effect, confirmation, Vero cells (AID 588727) | Vero cells, VEEV TC-83 cytopathic effect inhibition; higher % means a stronger effect | inhibition, % at 20 µM; hits with a dose series show IC50 in µM | 0.13% of 350,000 active; in the data active means a potency from the dose series; inconclusive means inhibition mostly from about 14% at the one dose, without a potency; inactive means the rest, 99 in 100 with inhibition below about 12%; further: strong numbers were not always called active
tuberculosis growth: growth inhibition of non-replicating M. tuberculosis (AID 488890); Mycobacterium tuberculosis non-replicating, growth inhibition; higher % means a stronger effect; inhibition, % at 25 µM, or IC50 in µM where a hit was titrated; 0.39% of 320,000 active; in the data active means a potency from the dose series; inconclusive means inhibition mostly from about 82% at the one dose, without a potency; inactive means the rest, 99 in 100 with inhibition below about 76%;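 further: plate controls were DMSO cells for no effect and high antibiotic wells for full effect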
M. tuberculosis HTS: M. tuberculosis growth inhibition, HTS (AID 449762); inhibition, % at 25 µM, or IC50 in µM where a hit was titrated; M. tuberculosis H37Rv growth inhibition, 7H9 media; higher % means a stronger effect; 0.59% of 330,000 active; in the data active means a potency from the dose series; inconclusive means inhibition above about 70% without an active follow-up result;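 further: bacterial growth assessed after seven days of incubation; strong numbers were not always called active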
Salmonella PhoP GFP: Inhibition of PhoP regulon, Salmonella typhi GFP reporter cells, confirmation, 4 h (AID 1850); Salmonella Typhi PhoP-promoter GFP reporter, fluorescence, 4 h; higher % means a stronger effect; 0.33% of 310,000 active; one-dose inhibition, % at 50 µM; IC50 in µM for titrated hits; in the data active means a potency from the dose series; inconclusive means inhibition mostly from about 25% at the one dose, without a potency; inactive means the rest, 99 in 100 with inhibition below about 19%;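 further: 0% = induced wells with vehicle and 100% = uninduced wells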
H1N1 NS1A inhibition: NS1A inhibition, H1N1 influenza, cell based functional assay (AID 504329); 0.3% of 340,000 active; one-dose inhibition, % at 12.5 µM; IC50 in µM for titrated hits; NS1A functional cell-based assay, percent inhibition; higher % means a stronger effect; in the data active means a potency from the dose series; inconclusive means inhibition above about 27% without an active follow-up result; further: strong numbers were not always called active
inhibitors of VEEV 10K pilot screen: also measured in inhibitors of VEEV; calls as there; inhibition, %; measured here: 10K pilot screen inhibition
The depositor's hits bear a star; i = inactive; ? = inconclusive; / = not tested or not shown.

SMILES	inhibitors of VEEV	tuberculosis growth	M. tuberculosis HTS	Salmonella PhoP GFP	H1N1 NS1A inhibition	others
CN(CCN1CCOCC1)Cc1nc(-c2ccc3c(c2)OCO3)no1	3.0%	-0.9%	-5.0%	-13.8%	-16.0%
COC(=O)c1ccc(C(=O)O)nc1	i	-7.5%	-5.3%	-4.9%	13.0%
O=C(COC(=O)/C=C/c1cccc(Cl)c1)NCCc1ccc(Cl)cc1Cl	1.1%	-7.2%	-1.7%	-5.2%	-7.3%
O=C(Nc1ccc(S(=O)(=O)Nc2nccs2)cc1)c1ccc(N2C(=O)c3ccccc3C2=O)cc1	0.7%	8.2%	6.7%	-5.3%	-1.4%
Cc1ccccc1C(=O)N1CCC(C(=O)Nc2ccc(F)cc2)CC1	5.8%	-2.5%	-4.8%	-2.1%	0.5%
CCOc1cccc(OCCNC2CCCC2)c1	0.7%	17.7%	-2.8%	-10.1%	-1.2%
Cc1ccc(C(=O)NCC(C)(C)O)cc1	1.0%	-0.2%	-13.1%	-8.7%	-2.3%
Cc1noc(C)c1C(=O)OCC(=O)NC1CCCCC1C (stereo not drawn)	1.1%	/	/	/	8.7%
COc1cccc(N2CC(O)=C(c3nc4ccccc4c(=O)[nH]3)C2=N)c1	8.9%	15.2%	1.2%	-4.7%	-5.5%
CCOc1cccc2cc(C(=O)NCc3ccc(OC)cc3)c(=N)oc12	6.7%	?	-18.7%	-7.6%	-6.5%
O=C(N/C(=C/c1cccs1)c1nc2ccccc2[nH]1)c1ccccc1	7.2%	2.4%	0.5%	-3.6%	-2.0%
Cc1cccc(Nc2nnc(SC/C(O)=C(\C#N)c3nc4ccccc4[nH]3)s2)c1	5.0%	33.0%	-9.1%	-6.7%	31.7%
CC(=O)Oc1ccc2nc(/C=C/c3ccc(C=O)cc3)oc(=O)c2c1	i	?	14.6%	1.1%	-25.7%
COc1cccc(C(=O)NCCN2CCOCC2)c1	1.3%	-0.9%	-7.5%	-5.9%	1.4%
O=C(CCNc1n[nH]c(=O)[nH]c1=O)N/N=C\c1cccc(OCc2ccccc2)c1	2.3%	/	-1.5%	2.6%	/

Among those listed so far, these have a halogen:
SMILES	inhibitors of VEEV	tuberculosis growth	M. tuberculosis HTS	Salmonella PhoP GFP	H1N1 NS1A inhibition	others
O=C(COC(=O)/C=C/c1cccc(Cl)c1)NCCc1ccc(Cl)cc1Cl	1.1%	-7.2%	-1.7%	-5.2%	-7.3%
Cc1ccccc1C(=O)N1CCC(C(=O)Nc2ccc(F)cc2)CC1	5.8%	-2.5%	-4.8%	-2.1%	0.5%

Further structures
SMILES	inhibitors of VEEV	tuberculosis growth	M. tuberculosis HTS	Salmonella PhoP GFP	H1N1 NS1A inhibition	others
CC(C)CC(=O)N=C1SC2CS(=O)(=O)CC2N1CCc1ccccc1 (stereo not drawn)	2.0%	0.5%	-8.8%	-10.5%	-6.5%
Cc1cc(C)cc(NC(=O)CN(Cc2ccccc2)S(C)(=O)=O)c1	2.1%	4.0%	-10.0%	2.0%	5.8%
CCOC(=O)Cc1csc(NC(=O)NC2(C(F)(F)F)Oc3cc(Cl)c(Cl)cc3O2)n1	i	?	1.6%	0.1%	-9.6%
CC1=C(C(=O)N(C)C)C(c2ccc(N3CCOCC3)cc2)NC(=O)N1 (stereo not drawn)	0.6%	-8.2%	-3.3%	-4.6%	3.5%
COCCSc1ncnc2c1oc1nc3c(cc12)COC(C)(C)C3	9.8%	-2.4%	-1.4%	-0.5%	2.2%
Cc1nnc(N2CCC(C(=O)N3CCCCCC3)CC2)c2nn(-c3ccc(Cl)cc3)c(C)c12	2.6%	58.4%	10.8%	3.1%	0.4%
O=S1(=O)CC(O)C(NCCO)C1 (stereo not drawn)	1.2%	-8.5%	-12.0%	15.3%	9.9%
COc1ccc(CN2C(=O)c3cccnc3C2=O)cc1S(=O)(=O)N1CC(C)CC(C)C1 (stereo not drawn)	1.0%	6.8%	-3.6%	-4.7%	3.4%
CSc1cccc(NC(=O)CN(Cc2ccc(Cl)cc2)S(C)(=O)=O)c1	i	3.0%	-0.7%	-3.5%	7.6%	inhibitors of VEEV 10K pilot screen=1.5
O=C(c1ccc(S(=O)(=O)N2CCCCCC2)cc1)N1CCC(CN2C(=O)c3cccc4cccc(c34)C2=O)CC1	3.6%	59.9%	60.6%	-5.9%	19.7%
CCN1CCN(Cc2nc3c(c(=O)n(C)c(=O)n3C)n2Cc2cccc3ccccc23)CC1	i	32.8%	5.8%	-7.1%	-8.1%
CCOc1cccc(/C=C/C(=O)O)c1	i	0.4%	3.8%	-2.5%	-18.2%
CN(C(=O)c1cccc(NC(=O)Cc2cccc(NC(=O)C3CCCN(C(=O)C4CCC4)C3)c2)c1)C1CC1 (stereo not drawn)	0.3%	/	/	/	11.7%
COc1ccc(CCn2c(C)cc(C(=O)CN3C(=O)C(=O)N(C4CCCC4)C3=O)c2C)cc1OC	10.5%	/	/	/	2.7%
Cc1no[n+]([O-])c1COc1ccccc1/C=C1\NC(=S)NC1=O	4.0%	10.5%	-4.2%	-16.2%	-3.4%
COc1ccccc1NC(=O)Cc1nc(CCl)cs1	1.8%	46.8%	1.6%	-6.2%	12.8%
Cc1ccc(C2=NC3(CCCC3)NC2=S)cc1	0.6%	1.6%	-4.3%	5.7%	-8.7%
COc1ccc(C(=O)NC(=O)Nc2cc(C)ccn2)cc1	i	-4.9%	14.2%	3.3%	-7.7%
NS(=O)(=O)c1ccc(CNC(=O)C(Cc2ccccc2)NS(=O)(=O)c2ccccc2F)cc1 (stereo not drawn)	1.5%	-11.8%	1.1%	-0.6%	-4.5%
COc1ccc(S(=O)(=O)c2c(O)c3ccc(C(=O)Nc4ccc(F)cc4)cc3[nH]c2=O)cc1	i	-0.8%	3.0%	-23.8%	7.7%
O=C(NC(=S)NCCc1ccccc1)c1cccc(Cl)c1	3.1%	?	13.8%	7.6%	-6.7%
O=[N+]([O-])c1cc(/C=N/n2cnnc2)ccc1N1CCCC1	0.4%	36.9%	-9.7%	-0.4%	-9.0%
CC(=O)c1cccc(NC(=S)NC(=O)c2cncc(Br)c2)c1	1.3%	7.5%	-0.6%	-5.2%	4.7%
O=C(NCc1ccccc1)c1ccccc1NC(=O)C1CCCCC1	10.7%	17.3%	-6.0%	-0.7%	18.7%
Cc1cc(-c2cc(C(=O)NCc3ccccc3)on2)nc(NCC2CC2)n1	10.1%	-14.1%	0.6%	-3.5%	3.4%
CCN(Cc1ccccc1)C(=S)NC(=O)c1ccccc1Br	0.6%	-4.5%	51.8%	-0.4%	-7.2%
Clc1cccc(/C(Cc2nc3ccccc3[nH]2)=N\Nc2ccccc2)c1	0.0%	19.7%	?	-0.1%	1.5%
COc1ccc2[nH]c3c(c2c1)CC(C)NC3=O (stereo not drawn)	2.0%	5.3%	-2.4%	-3.8%	0.4%
Cc1cnc(-c2nnc(N(C)C(=O)C3CCCO3)s2)cn1 (stereo not drawn)	1.9%	-4.6%	-4.0%	11.2%	-3.6%
C/C(=N\NC(=O)CN1CCCCC1)c1cccc([N+](=O)[O-])c1	i	1.2%	-0.6%	14.1%	-3.0%
Cc1cc(C)n(C(=O)C(C(=O)c2ccccc2)C(C)C)n1 (stereo not drawn)	0.5%	-4.3%	0.4%	-7.3%	-2.5%
COc1cc(-c2noc(-c3cccs3)n2)cc(OC)c1OC	0.4%	-1.9%	-4.2%	-5.2%	2.4%
Cc1ccc(CNC(=O)C2CCN(S(=O)(=O)N3CCOCC3)CC2)cc1	3.3%	1.1%	-9.0%	2.1%	0.5%
O=C(CN1CCN(c2ncc(C(F)(F)F)cc2Cl)CC1)NCCNc1ncc(C(F)(F)F)cc1Cl	8.7%	6.4%	5.9%	-4.0%	-18.6%
COc1ccc(C(=O)NCCc2c[nH]c3ccccc23)cc1OC	1.6%	1.1%	-2.0%	6.0%	-1.4%
COc1ccccc1N1CC(C(=O)Nc2cc(C(F)(F)F)ccc2N2CCCC2)CC1=O (stereo not drawn)	10.2%	-1.3%	-6.6%	-4.1%	-4.8%
CCCc1cc(=O)oc2cc(C)cc(OCC(=O)NC(Cc3ccc(Cl)cc3)C(=O)O)c12 (stereo not drawn)	0.8%	1.6%	-5.2%	4.8%	-3.9%
CN(C)CCCNc1ncnc2scc(-c3ccccc3)c12	i	15.1%	-7.1%	22.6%	-4.2%
CCOC(=O)c1ccc(N2C(=O)C=C(N3CCOCC3)C2=O)cc1	i	13.4%	1.8%	3.4%	4.0%
O=C1NCCCCC1NS(=O)(=O)c1cccc(C(F)(F)F)c1 (stereo not drawn)	1.7%	-5.8%	-0.7%	5.8%	-7.0%
Cc1ccccc1C(=O)Nc1c(C(=O)N(CCN(C)C)Cc2ccco2)oc2ccccc12	1.5%	28.2%	13.6%	6.7%	8.0%
CC(=O)Nc1cccc(N(C(=O)C2COc3ccccc3O2)C(C(=O)NC2CCCCC2)c2cn(C)nc2C)c1 (stereo not drawn)	0.4%	-5.9%	-12.4%	6.9%	-5.5%
O=c1cc(-c2ccco2)nc(-c2cccs2)o1	1.1%	79.4%	-3.4%	9.6%	-3.6%
COC(=O)c1ccccc1NC(=O)Oc1ccc(C(C)C)cc1	2.2%	-12.7%	-7.1%	5.2%	3.4%	inhibitors of VEEV 10K pilot screen=3.7
CCOc1ccccc1NC(=O)CSc1ccc2nnc(-c3cccnc3)n2n1	2.4%	-10.2%	-7.6%	-6.5%	-2.0%
Cc1nc(-c2ccc(C(=O)O)cc2)cs1	1.6%	8.6%	-4.6%	-5.4%	-4.1%
COc1ccc(NC(=S)N2CCCC2c2ccc(OC)c(OC)c2)cc1 (stereo not drawn)	0.6%	18.3%	5.8%	5.4%	17.6%
CCOc1cccc(CN2CCN(CCc3ccccc3)C(CCO)C2)c1O (stereo not drawn)	0.2%	11.9%	-4.7%	-2.6%	3.9%
Cn1c(CC(=O)Nc2ccccc2)nnc1SCC(=O)c1ccccc1	i	8.5%	-5.8%	8.7%	-1.0%
COc1ccc(C(=O)Cc2ccccc2C(=O)O)cc1	0.1%	/	/	/	7.3%
CCOCCCNC(=O)C(NC(=O)c1ccc(=O)[nH]c1)c1ccccc1 (stereo not drawn)	i	1.9%	-5.3%	7.2%	-6.6%
COc1ccccc1CNCC(=O)Nc1ccccc1-n1cccc1	i	18.4%	-0.3%	-26.6%	1.4%
Cc1ccc2nc(NC(=O)CSc3nc4c(c(=O)n3C)SC(C)C4)sc2c1 (stereo not drawn)	6.6%	69.5%	10.7%	-1.2%	6.0%
CCC(C(=O)OCC(=O)Nc1ccc(OC)cc1OC)c1ccccc1 (stereo not drawn)	1.3%	19.0%	7.8%	-22.0%	4.4%
CCOc1ccc(CN2CCN(Cc3c(C)nn(CC)c3C)CC2CCO)cc1 (stereo not drawn)	0.5%	6.1%	1.7%	0.8%	-26.3%
C/C(=N\NC(=O)c1ccccc1C)c1cccc([N+](=O)[O-])c1	5.4%	8.6%	3.3%	-4.0%	0.7%
C=CCn1c(SCCN)nnc1-c1cccc(S(=O)(=O)N2CCOCC2)c1	3.0%	/	/	/	-10.1%
O=C(CSc1nc2ncccc2[nH]1)c1cccc([N+](=O)[O-])c1	0.7%	-1.1%	-2.4%	9.6%	-2.7%
COc1ccc(S(=O)(=O)c2ccc(OCC3CO3)cc2)cc1 (stereo not drawn)	1.2%	19.2%	-4.3%	10.2%	-2.4%
O=C(NC(NNc1ccc([N+](=O)[O-])cc1)(C(F)(F)F)C(F)(F)F)c1ccccc1Cl	4.5%	6.7%	4.9%	1.0%	0.9%
CCOc1cccc(NC(=O)C2CC(=O)N(c3ccc(F)cc3)C2)c1 (stereo not drawn)	0.6%	39.5%	1.7%	-9.5%	-11.9%

Structural class, those above containing a nitro group on carbon.
SMILES	inhibitors of VEEV	tuberculosis growth	M. tuberculosis HTS	Salmonella PhoP GFP	H1N1 NS1A inhibition	others
O=[N+]([O-])c1cc(/C=N/n2cnnc2)ccc1N1CCCC1	0.4%	36.9%	-9.7%	-0.4%	-9.0%
C/C(=N\NC(=O)CN1CCCCC1)c1cccc([N+](=O)[O-])c1	i	1.2%	-0.6%	14.1%	-3.0%
C/C(=N\NC(=O)c1ccccc1C)c1cccc([N+](=O)[O-])c1	5.4%	8.6%	3.3%	-4.0%	0.7%
O=C(CSc1nc2ncccc2[nH]1)c1cccc([N+](=O)[O-])c1	0.7%	-1.1%	-2.4%	9.6%	-2.7%
O=C(NC(NNc1ccc([N+](=O)[O-])cc1)(C(F)(F)F)C(F)(F)F)c1ccccc1Cl	4.5%	6.7%	4.9%	1.0%	0.9%

Compound activity: PubChem, Southern Research Specialized Biocontainment Screening Center
